Pol beta inh = blocks human DNA polymerase beta activity | Potency, µM (titrated, usually from 114 µM), inactives show top-dose activity change, negative = inhibition, usual class: inhibitors | AID 485314 | hit rate 1.3% among 340,000 | Pol beta primer extension/strand displacement, fluorescence kinetic | P06746; also: potency is read from the fitted curve at half-maximal effect; % is scaled to controls: 0 for no effect and ±100 for the full control effect
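Pol beta (10 nM) and compounds were preincubated 15 min at room temperature, then 50 nM substrate (final) started primer extension/strand displacement. Reads were taken at 0 and 10 min; concentration-response data were fitted to a four-parameter Hill equation.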
Anesthetic bind = candidate novel general anesthetic via apoferritin binding. P02791. apoferritin/1-aminoanthracene competitive binding, fluorescence. Potency, µM (highest dose often 77.5 µM), for the others: at the top dose activity change, negative = displacement, most hits filed as inhibitors. hit rate 0.074% among 350,000. AID 485281; also: potency is read from the fitted curve at half-maximal effect; % is scaled to controls: 0 for no effect and ±100 for the full control effect; nearly all actives have a fitted effect of over 20% in size
Target sequence (P02791 2-175 limits assumed): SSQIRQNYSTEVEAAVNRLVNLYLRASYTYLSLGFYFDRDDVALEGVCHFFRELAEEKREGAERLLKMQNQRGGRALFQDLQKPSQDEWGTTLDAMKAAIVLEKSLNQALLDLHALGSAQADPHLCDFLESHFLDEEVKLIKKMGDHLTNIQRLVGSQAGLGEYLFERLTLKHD
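Steps: apoferritin (10 uM) was premixed with half-saturated 1-AMA in PBS, compounds were pin-transferred, plates stood 10 min at room temperature, fluorescence was read at 380/535 nm, and curves were fitted with a Hill equation.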
PGK inhibitor = blocks T. brucei phosphoglycerate kinase; Potency, µM (doses to about 57.5 µM), for the others: at the top dose activity change, negative = inhibition, hits mostly inhibitors; AID 602233; P07378; PGK/GAPDH coupled, Kinase-Glo luminescence, 60 min; hit rate 0.043% among 380,000; also: potency is read from the fitted curve at half-maximal effect; % is scaled to controls: 0 for no effect and ±100 for the full control effect; nearly all actives have a fitted effect of over 60% in size
Target sequence (P07378 whole entry, looked up): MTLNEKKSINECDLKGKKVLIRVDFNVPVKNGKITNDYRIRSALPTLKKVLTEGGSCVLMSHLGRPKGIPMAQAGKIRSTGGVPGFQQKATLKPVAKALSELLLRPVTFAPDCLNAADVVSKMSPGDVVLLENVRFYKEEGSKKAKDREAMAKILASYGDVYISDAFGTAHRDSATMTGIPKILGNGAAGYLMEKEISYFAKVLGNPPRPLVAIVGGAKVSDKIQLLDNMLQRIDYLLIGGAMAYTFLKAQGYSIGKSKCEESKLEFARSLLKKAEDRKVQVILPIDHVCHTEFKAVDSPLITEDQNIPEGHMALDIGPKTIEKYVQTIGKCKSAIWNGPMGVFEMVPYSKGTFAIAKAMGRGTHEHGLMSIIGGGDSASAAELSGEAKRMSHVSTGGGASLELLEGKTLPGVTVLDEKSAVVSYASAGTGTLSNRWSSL
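Luminescent ATP detection (Kinase-Glo Plus) follows a 60-minute room-temperature incubation, with wells lacking PGK as controls. Buffer: 100 mM TEA (pH 7.6), 5 mM MgCl2, 0.01% Tween-20. Coupling enzyme GAPDH (100 nM final) supplies unstable 1,3-BPG in-well.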
Pol eta inh = blocks human DNA polymerase eta activity | recombinant Pol eta, fluorescent DNA replication assay | Q9Y253 | hit rate 1.2% among 390,000 | AID 588591 | Potency, µM (highest dose often 114 µM), without a hit: at the highest dose activity change, negative = inhibition, actives largely listed as inhibitors; also: potency is read from the fitted curve at half-maximal effect; % is scaled to controls: 0 for no effect and ±100 for the full control effect
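Fluorescent replication assay: 50 nM final substrate added after a 15 min room-temperature compound preincubation with 10 nM enzyme. Signal taken at 0 min and again at 10 min.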
POLK inh = blocks human DNA polymerase kappa activity. Q9UBT6. purified Pol kappa, fluorescent DNA synthesis assay, 10 min. Potency, µM (highest dose often 107 µM), without a hit: at the top dose activity, negative = inhibition, usual class: inhibitors. hit rate 0.53% among 400,000; also: potency is read from the fitted curve at half-maximal effect; % is scaled to controls: 0 for no effect and ±100 for the full control effect
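10 nM Pol kappa was preincubated with compounds for 15 min at room temperature. Reaction started with 50 nM (final) substrate. Fluorescence read kinetically at 0 and 10 min.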
Pol iota inh = inhibitors of human DNA polymerase iota; AID 588590; Pol iota fluorescent replication assay, 10 min; Potency, µM (highest dose often 115 µM), inactives show top-dose activity, negative = inhibition, usual class: inhibitors; hit rate 1% among 390,000; Q9UNA4; also: potency is read from the fitted curve at half-maximal effect
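Fluorescent replication assay read twice, at 0 min and 10 min after adding 50 nM (final) substrate. Enzyme (10 nM) and compounds were first incubated 15 min at room temperature; enzyme-free buffer wells were negative controls.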
APEX1 inh = APE1 (human) endonuclease inhibition; recombinant APE1, TAMRA/BHQ-2 abasic DNA cleavage fluorescence; Potency, µM (titrated, usually from 65.8 µM), for inactives: at the highest dose activity change, negative = inhibition, actives largely listed as inhibitors; P27695; hit rate 0.35% among 350,000;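 also: potency is read from the fitted curve at half-maximal effect; plate controls were vehicle for no effect and reference inhibitor for full effect; nearly all actives have a fitted effect of over 55% in size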
Target sequence (P27695 whole entry, looked up): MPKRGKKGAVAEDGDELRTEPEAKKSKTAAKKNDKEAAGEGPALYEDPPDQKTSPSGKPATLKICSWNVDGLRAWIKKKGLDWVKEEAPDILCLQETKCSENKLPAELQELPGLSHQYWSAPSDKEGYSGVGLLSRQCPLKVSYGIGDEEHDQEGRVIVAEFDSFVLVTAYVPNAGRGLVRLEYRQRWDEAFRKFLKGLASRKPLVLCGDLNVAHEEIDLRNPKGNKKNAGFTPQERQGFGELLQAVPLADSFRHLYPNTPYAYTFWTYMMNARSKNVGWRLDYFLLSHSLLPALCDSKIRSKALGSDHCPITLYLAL
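Endonuclease cleavage of a quenched abasic-site DNA duplex (50 nM) by APE1 (0.75 nM) was tracked by TAMRA dequenching. Compounds were preincubated with enzyme 15 min at room temperature; data normalized to buffer-only and DMSO wells plus NSC13755 control.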
RXFP1 antag = RXFP1 (human) relaxin receptor antagonism. AID 1259400. Q9HBX9. activity change, negative = inhibition, % at 57.5 µM. HEK293-RXFP1, relaxin-stimulated cAMP HTRF, 30 min; hits give low values. hit rate 0.59% among 350,000;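 active = activity change of -60% or lower, but not beyond a set lower limit; inconclusive = change between -60% and -40%, or beyond the set limit; inactive = change above -40%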; also: % is scaled to controls: 0 for no effect and ±100 for the full control effect
BLM helicase inh = blocks DNA unwinding by human BLM helicase. hit rate 0.2% among 350,000. Potency, µM (series often up to 56.1 µM), without a hit: at the top dose activity change, negative = inhibition, hits mostly inhibitors. AID 2528. recombinant BLM DNA unwinding, fluorescence dequenching;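 also: potency is read from the fitted curve at half-maximal effect; plate controls were vehicle for no effect and no enzyme for full effect; nearly all actives have a fitted effect of over 35% in size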
Numbers without * were called inactive; i = inactive; ? = inconclusive; nt = no result given; & = joins results of further samples; ! = a repeat was not active; [ ] = another dose, or the depositor's remark. Unless noted, calls follow the shape of the dose curve; as a rule, active = well fitted curve in the direction sought with a large enough effect; inconclusive = small, poorly fitted or top-dose-only effect, or another doubt; inactive = no such curve, though single readings can be large; an effect the other way counts as inactive or inconclusive. A portion of the library; count on the stated rates, not on these rows.

smiles,Pol beta inh,Anesthetic bind,PGK inhibitor,Pol eta inh,POLK inh,Pol iota inh,APEX1 inh,RXFP1 antag,BLM helicase inh
Nc1cc(S(=O)(=O)N2CCOCC2)ccc1N1CCOCC1,nt,nt,-4%,-7%,-1%,18%,36%,4,nt
O=S1(=O)CCN2C(=N1)Sc1c2ccc2c1CCCC2,-9%,-5%,-6%,3%,5%[60.1 µM],5%,2%,-23,-3%
O=C(CCc1ccccc1O)NC1CCCc2ccccc21 (stereo not given),18%,-11%,i,-19%,4%,38%[activator],7%,4,-1%
CCc1ccc(N(C(=O)c2ccco2)C(C(=O)NC2CCCC2)c2cccnc2)cc1 (stereo not given),-9%,-4%,i,-6%,-9%,93%[activator],58%[activator],5,-7%
NC(N)=N/N=C/c1ccc(OCc2ccc(Cl)cc2Cl)cc1,21%,?,nt,-19%,-7%,1%,0%,2,35%[activator]
CCCCS(=O)(=O)NC1=NCN(CC)CN1,-2%,-7%,-3%,-3%,-7%,12%,-2%,6,0%
CCOC(=O)C(C)Oc1cc(Cl)c(C=O)cc1OC (stereo not given),3%,-9%,-7%,-12%,6%,7%,8%,0,-4%
COC(=O)c1cc(S(=O)(=O)NCC2CCN(Cc3cccc(F)c3)CC2)cn1C,3%&30%,-11%&3%,0%&-5%,-12%&-12%,-5%&27%,-20%&-3%,7%,-7&-8,1%&0%
CC(=O)Nc1sc2c(c1C(c1cccc(Cl)c1)N1CCN(CCO)CC1)CCCC2 (stereo not given),?,-13%,i,-14%,-9%,-4%,-4%,nt,-4%
Cc1ccccc1C(=O)c1cccn1CC(=O)NCCCN1CCc2ccccc2C1,-3%,-14%,-9%,-19%,-8%,123%[activator],-3%,-3,-3%
Cc1ccc(NC(=O)C2CC(=O)N(Cc3ccco3)C2)cc1 (stereo not given),8%,1%,5%,-7%,-14%,11%[58.9 µM],-6%,-2,-3%
Cn1c(NC(=O)C[n+]2cc(-c3ccc(Cl)c(Cl)c3)n3c2CCC3)cc(=O)n(C)c1=O,2%,-5%,-5%,-2%,-7%,17%,0%,-3,27%
Cc1cccc(C)c1-c1ccc(CN2C(CC(C)C)C(=O)N(Cc3cn(CCO)nn3)CCS2(=O)=O)cc1 (stereo not given),nt,nt,-9%,-22%,-1%,25%,nt,nt,nt
CCOc1ccc(NC(=S)Nc2ccc(OC(F)(F)F)cc2)cc1,8%,0%,-15%,-10%,4%,7%,0%,3,0%
CC1(C)OC(=O)C(=CNCC(O)c2ccccc2)C(=O)O1 (stereo not given),41%,?,i,-2%,-17%,44%[activator],0%,-5,2%
CCC(=O)N1CCc2cc(Br)cc(S(=O)(=O)N(C)c3ccc(OC)cc3)c21,1%,14%,2%,-23%,-13%,49%[activator],-1%[12.4 µM],19,-4%
CC(=O)Oc1c(Br)cc(N(C(C)=O)S(=O)(=O)c2ccccc2)c2ccccc12,-19%,-21%,-2%,4%,-20%,?,27%,6,-28%
O=C(Nc1c(C(=O)Nc2cccc(F)c2)oc2ccccc12)c1ccc2c(c1)OCO2,81%,-13%,0%,-14%,-3%,?,-3%,6,-4%
O=C(CN1CCN(S(=O)(=O)N2CCCCC2)CC1)Nc1ccc(Br)cc1,12%,-13%,5%,-19%,-2%,-5%,8%,-6,-4%
CCCCn1c(N)c(N(CCOC)C(=O)c2ccc(-c3ccc(Cl)cc3)o2)c(=O)[nH]c1=O,nt,nt,-8%,-14%,-2%,-7%,-4%,-1,nt
O=C(Cc1ccc(F)cc1)NCc1nc2cccnc2n1Cc1ccc(F)cc1,-4%,-17%,-3%,-16%,-6%[60.1 µM],20%,nt,-5,-2%
COc1ccc(Oc2coc3c(CN(C)C)c(O)ccc3c2=O)cc1,-16%,16%,4%,0%,-11%,6%,1%,0,-2%
Cc1cc(F)ccc1NC(=O)CCS(=O)(=O)c1ccc2c(c1)CC(C)N2C(=O)C1CC1 (stereo not given),13%,-19%,-6%,-15%,0%,46%[activator],nt,7,0%
COC(=O)COc1cc(OCC(=O)OC)c2c(-c3ccccc3)cc(=O)oc2c1,-28%,-14%,-6%,-13%,6%,29%,18%,1,-2%
CC(C)(C)C(=O)Nc1ccccc1N1CCN(c2ccc(F)cc2)CC1,27%,3%,-2%,-7%,-8%,52%[activator],-2%,2,-2%

Entries of single compounds as entered above.
NC(N)=N/N=C/c1ccc(OCc2ccc(Cl)cc2Cl)cc1 as listed: Pol beta inh: 21%; Anesthetic bind: ?; PGK inhibitor: nt; Pol eta inh: -19%; POLK inh: -7%; Pol iota inh: 1%; APEX1 inh: 0%; RXFP1 antag: 2; BLM helicase inh: 35%[activator]
O=C(CCc1ccccc1O)NC1CCCc2ccccc21 (stereo not given) as listed: Pol beta inh: 18%; Anesthetic bind: -11%; PGK inhibitor: i; Pol eta inh: -19%; POLK inh: 4%; Pol iota inh: 38%[activator]; APEX1 inh: 7%; RXFP1 antag: 4; BLM helicase inh: -1%

Continued.
smiles,Pol beta inh,Anesthetic bind,PGK inhibitor,Pol eta inh,POLK inh,Pol iota inh,APEX1 inh,RXFP1 antag,BLM helicase inh
COc1c(C)cccc1C(=O)Nc1cc(Cl)ccc1N1CCOCC1,?,2%,i,-21%,0%,15%,2%,-12,-17%
CC(=O)NC(=S)Nc1cccc2ccc(C)nc12,14%,0%,5%,-19%,1%,-7%[58.9 µM],-7%,-2,-2%
Cn1nnc(NC(=O)COc2ccc(C3CCCCC3)cc2)n1,-4%,?,i,-5%,-4%,25%,-8%,-12,-3%
Cc1csc(NC(=O)Cc2c[nH]c3ccccc23)n1,?,-24%,0%,-23%,-10%,19%,-3%,3,-3%
CCNC(=O)NC(=O)C(C)OC(=O)c1cc(S(=O)(=O)N2CCCCCC2)ccc1OC (stereo not given),26%,-23%,-2%,3%,-5%,-4%,13%,18,-8%
Cc1cc(=O)oc2cc(OCC(=O)N3c4ccccc4NC(=O)C3(C)C)ccc12,nt,nt,-10%,56µM*,?,40µM*,-21%,-13,nt
COc1ccc(CNC(=O)c2ccc(C(C)(C)C)cc2)cc1,9%,?,i,-16%,-3%,26%,-4%,-25,-3%
Cc1c(NC(=O)C(C)Oc2ccc(Br)cc2Cl)c(=O)n(-c2ccccc2)n1C (stereo not given),nt,nt,-5%,-23%,-13%,24%,29%,0,nt
CC1CCc2c(sc3nc(C4CC4)nc(N4CCN(C(=O)c5ccco5)CC4)c23)C1 (stereo not given),nt,nt,-2%,0%,-7%,?,nt,-6,nt
CCn1nc(C)c(CNC(=O)Nc2ccccc2C(=O)OC)c1C,0%,-3%,i,-3%,-13%,47%[activator],?,-12,-7%
COC(=O)c1cccc(C(=O)N2CCC(CO)(Cc3ccccc3Cl)CC2)c1,25%,-19%,i,-28%,-3%,32%[activator],7%,15,-4%
COc1ccc(/C=C2\N=C(c3ccccc3Cl)NC2=O)cc1,7%,-8%,-3%,-7%,-2%,1%,-4%,9,-5%
CC(C)CNC(=O)C1(N2C(=O)c3ccccc3C2=O)CCCC1,nt,nt,9%,-2%,-7%,91%[activator],nt,4,nt
CCCCC1(COC(=O)CCC(=O)O)C(=O)N(c2ccccc2)N(c2ccccc2)C1=O,nt,8%[29.3 µM],4%,-4%,0%,7%,12%,-16,5%
CC(=O)N1CCN(S(=O)(=O)c2ccc(C)c([N+](=O)[O-])c2)C1C(C)C (stereo not given),95%[activator],-2%,3%,-6%,0%,55%[activator],5%,2,-3%
O=C(NC1C2CCCC1CN(C1CC1)C2)c1ccc(Cl)cc1 (stereo not given),3%,-13%,-10%,-15%,5%,-23%,44%,-16,-7%
CCCCCCCCCCCCCCC(C(=O)OC)C(O)(CC(=O)OC)C(=O)OC (stereo not given),nt,-16%,nt,nt,?,nt,1%,nt,-14%
Cc1c(CCC(=O)NCCCn2ccnc2)c(=O)oc2cc3oc4c(c3cc12)CCCC4,-2%,-8%,0%,-6%,6%,22%,8%,4,0%
CC(C)=CCN1CCN(Cc2cccc3nccnc23)CC1CCO (stereo not given),1%,-5%,i,-8%,10%,36%[activator],-1%,2,4%
S=C(NCC1CCCCC1)Nc1ccc(Oc2ccccc2)cc1,29%,-7%,4%,-26%,-7%,14%,22%,-17,-9%
O=[N+]([O-])C1=CC=C2C(=NC3(CCCCC3)N2O)C1=NCCc1ccccc1,-24%,-17%,1%,-11%,-14%,81%[activator],6%,-5,8%
CCc1ccccc1NC(=O)Cn1c(=O)n(CCc2ccccc2)c(=O)c2ccccc21,2%,-4%,0%,-14%,-13%,22%,nt,nt,0%
COC(=O)c1ccc(CO/N=C(\NC(C)=O)c2nonc2NC(C)=O)cc1,16%,2%,-8%,-22%,-7%,153%[activator],0%,-8,-1%
CC1CC(C)(C)NC(=S)N1CCC(=O)Nc1ccc2c(c1)OCCO2 (stereo not given),18%,-6%,-3%,-15%,-10%,106%[activator],-1%,-13,-4%
Cc1ccc2c(c1)N(C(=O)CCC(=O)NCc1cccnc1)CC(C)O2 (stereo not given),8%,-12%,i,0%,?,-60%,23%,2,0%
CCC[C@@H]1CCCO[C@@](C(=O)NCc2cc(C)n(C)n2)(C(F)(F)F)C1,nt,-10%,-3%,-19%,?,89µM*!,0%,nt,-2%
O=C(NCCc1ccccc1)C(c1ccccc1F)N(C(=O)c1csnn1)C1CC1 (stereo not given),14%,-2%,i,-10%,-9%,26%,42%,-2,-6%
C#CCN(Cc1ccco1)C(=O)c1cc(COc2ccc(F)cc2Cl)on1,6%,-6%,0%,-24%,-11%,55%[activator],9%,-14,-10%
O=C1NC(=NCc2ccccc2)S/C1=C/c1ccc(O)cc1,-20%,?,-3%,-16%,-13%,116%[activator],-4%,5,-21%
COc1ccc(N(CC(=O)N2CCN(Cc3ccccc3)CC2)S(=O)(=O)c2ccccc2)cc1,3%,-8%,5%,-24%,-19%,17%,-11%,-21,-8%
O=C(N/N=C/c1ccc2nccnc2c1)c1ccncc1,7%,-5%,i,-9%,16%,26%,?,-9,8%

Screening data (PubChem)
